# WRN inhibitor – WRN helicase (human) inhibition; Potency, µM (highest dose often 114 µM), without a hit: at the highest dose activity change, negative = inhibition, actives largely listed as inhibitors; 360,000 compounds, 0.46% hits; Q14191; WRN helicase unwinding, fluorescent forked duplex, kinetic; also: potency is read from the fitted curve at half-maximal effect; % is scaled to controls: 0 for no effect and ±100 for the full control effect; nearly all actives have a fitted effect of over 55% in size
# Target sequence (Q14191 whole entry, looked up): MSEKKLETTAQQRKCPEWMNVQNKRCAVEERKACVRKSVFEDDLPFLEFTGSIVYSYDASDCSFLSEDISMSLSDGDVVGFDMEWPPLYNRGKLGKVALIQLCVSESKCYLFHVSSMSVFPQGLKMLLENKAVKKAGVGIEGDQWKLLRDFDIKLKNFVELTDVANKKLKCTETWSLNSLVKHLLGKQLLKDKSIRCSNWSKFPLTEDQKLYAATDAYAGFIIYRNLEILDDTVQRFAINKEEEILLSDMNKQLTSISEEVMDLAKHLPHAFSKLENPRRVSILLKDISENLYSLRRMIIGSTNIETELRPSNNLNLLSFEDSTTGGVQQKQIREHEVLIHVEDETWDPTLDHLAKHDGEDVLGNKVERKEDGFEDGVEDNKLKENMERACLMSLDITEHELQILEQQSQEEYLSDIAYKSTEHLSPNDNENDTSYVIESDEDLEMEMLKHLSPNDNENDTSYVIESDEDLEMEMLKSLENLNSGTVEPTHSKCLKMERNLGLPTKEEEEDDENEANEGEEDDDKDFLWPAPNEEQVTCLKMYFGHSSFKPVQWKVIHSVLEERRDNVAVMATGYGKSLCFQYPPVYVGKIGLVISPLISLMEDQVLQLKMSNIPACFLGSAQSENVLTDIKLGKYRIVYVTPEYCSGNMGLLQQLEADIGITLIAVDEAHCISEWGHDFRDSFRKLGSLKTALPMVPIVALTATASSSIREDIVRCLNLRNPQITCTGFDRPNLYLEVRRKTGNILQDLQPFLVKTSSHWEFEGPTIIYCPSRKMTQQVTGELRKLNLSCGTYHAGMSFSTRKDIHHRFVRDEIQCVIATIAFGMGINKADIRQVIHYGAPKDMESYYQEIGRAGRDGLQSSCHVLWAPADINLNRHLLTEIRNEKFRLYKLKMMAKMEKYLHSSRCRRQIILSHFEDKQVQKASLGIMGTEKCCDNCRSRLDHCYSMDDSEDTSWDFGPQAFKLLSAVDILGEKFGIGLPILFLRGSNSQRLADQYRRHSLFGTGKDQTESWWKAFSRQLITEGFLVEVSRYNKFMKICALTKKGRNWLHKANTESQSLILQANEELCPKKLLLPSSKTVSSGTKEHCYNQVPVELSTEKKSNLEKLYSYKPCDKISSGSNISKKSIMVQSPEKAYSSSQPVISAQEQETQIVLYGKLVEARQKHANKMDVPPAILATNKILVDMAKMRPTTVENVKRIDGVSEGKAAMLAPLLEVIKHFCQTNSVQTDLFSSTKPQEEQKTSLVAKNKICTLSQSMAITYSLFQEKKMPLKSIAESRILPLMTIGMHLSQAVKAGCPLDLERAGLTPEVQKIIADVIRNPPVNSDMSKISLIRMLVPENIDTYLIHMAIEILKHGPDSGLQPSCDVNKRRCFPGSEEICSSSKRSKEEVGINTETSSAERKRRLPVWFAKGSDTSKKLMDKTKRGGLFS
#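 WRN at 20 nM final was preincubated with compound for 15 min at room temperature; reaction started with 100 nM forked duplex oligonucleotide carrying fluorophore and quencher plus 2 mM ATP (final). Unwinding followed kinetically by red fluorescence (ex 525/em 598 nm).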
# HT1080 IDH1KD tx – toxicity to HT-1080 IDH1 knockdown cells (counter line); HT-1080 IDH1 knockdown viability, ATP luminescence, 48 h; Potency, µM (top dose mostly 46.1 µM), inactives show at the highest dose activity, negative = toxicity, hits mostly cytotoxic; 360,000 compounds, 2% hits; AID 686971;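 also: potency is read from the fitted curve at half-maximal effect; 0% = DMSO wells and -100% = cell-free medium wells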
#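 CellTiter-Glo luminescence after 48 h compound exposure at 37 degrees C of IDH1-knockdown HT-1080 cells in 5% FBS RPMI. %Activity scaled between DMSO wells and cell-free media wells, with curves fitted and assigned curve classes.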
# MCF10A rerep – induces DNA re-replication in MCF 10a normal breast cells; Potency, µM (doses to about 46.1 µM), for inactives: top-dose activity, positive = re-replication, actives largely listed as activators; MCF 10A DNA re-replication, Hoechst nuclear intensity, 48 h; 350,000 compounds, 2.9% hits; also: potency is read from the fitted curve at half-maximal effect; % of control where 0% means no effect; nearly all actives have a fitted effect of over 50% in size
# IL1B secr inh – inhibitors of inflammasome signaling (IL-1 beta secretion); activity change, % at 57.5 µM; THP-1 LPS/ATP IL-1B secretion, AlphaLISA, 16 h; hits give low values; 360,000 compounds, 4.7% hits; in the data active = activity change below about -50%; inconclusive = mostly about -30% to -49%; also: % is scaled to controls: 0 for no effect and ±100 for the full control effect
#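 Secreted IL-1B measured by AlphaLISA bead assay after 16 h compound exposure of THP-1 cells; compounds (final up to 57.5 uM) added 1 h before LPS (250 ng/mL) and ATP (1.25 mM) stimulation; lower signal means less secretion.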
# KB-V1 cytotox – kills drug-selected multidrug resistant KB-V1 cells | KB-V1 MDR cells viability, CellTiter-Glo, 72 h | Potency, µM (highest dose often 46.1 µM), inactives show at the top dose activity change, negative = cytotoxicity, most hits filed as cytotoxic | AID 1347076 | 400,000 compounds, 3.4% hits; also: potency is read from the fitted curve at half-maximal effect; % is scaled to controls: 0 for no effect and ±100 for the full control effect; nearly all actives have a fitted effect of over 60% in size
#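 KB-V1, DMEM (no phenol red) + 10% FBS; cpd pin-transferred, titration series; 72 h, 37 degrees C; CellTiter-Glo, luminescence. Data normalized, curve-fit.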
# ATXN2 expr inh – reduces ATXN2 reporter expression in HEK-293 cells; HEK-293 ATXN2-luciferase reporter, luminescence, 24 h; Potency, µM (top dose mostly 57 µM), without a hit: at the top dose activity change, negative = inhibition, hits mostly inhibitors; 360,000 compounds, 0.72% hits; AID 1745845; also: potency is read from the fitted curve at half-maximal effect; % is scaled to controls: 0 for no effect and ±100 for the full control effect; nearly all actives have a fitted effect of over 55% in size
#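 qHTS (up to 57 uM final) was run with 24 h compound exposure of reporter cells at 37 °C. Each well was multiplexed: SteadyGlo luminescence measured ATXN2-luciferase expression after a fluorogenic Gly-Phe-AFC viability readout (25 uM final).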
# SW480 rereplic – induces DNA re-replication in SW480 colon adenocarcinoma cells. SW480 DNA re-replication, Hoechst DNA content imaging, 48 h. Potency, µM (titrated, usually from 46.1 µM), without a hit: top-dose re-replication activation, hits mostly activators. 340,000 compounds, 1.8% hits. AID 624297; also: potency is read from the fitted curve at half-maximal effect; % of control where 0% means no effect; nearly all actives have a fitted effect of over 55% in size
#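 DNA re-replication was detected as more nuclei of elevated Hoechst intensity after 48 hr exposure to compound (23 nL pinned per well of 250 cells).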
# KB-3-1 tox – kills parental KB-3-1 adenocarcinoma cells; KB-3-1 viability, CellTiter-Glo ATP luminescence, 72 h; Potency, µM (series often up to 46.1 µM), for the others: at the top dose activity change, negative = cytotoxic, actives largely listed as cytotoxic; 400,000 compounds, 1.4% hits; AID 1347075; also: potency is read from the fitted curve at half-maximal effect; % is scaled to controls: 0 for no effect and ±100 for the full control effect; nearly all actives have a fitted effect of over 60% in size
#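 Viability of parental KB-3-1 cells, measured by CellTiter-Glo luminescence, followed a 72 h incubation at 37 °C with pinned compounds in phenol-red-free DMEM containing 10% FBS.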
# HT1080-NT tox – kills 2HG-producing HT-1080-NT fibrosarcoma cells. HT-1080-NT fibrosarcoma viability, CellTiter-Glo ATP luminescence, 48 h. Potency, µM (top dose mostly 46.1 µM), for inactives: at the highest dose activity, negative = less viability, usual class: cytotoxic. 360,000 compounds, 1.6% hits;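 also: NT is the 2HG producing partner of a matched IDH1 knockdown line; potency is read from the fitted curve at half-maximal effect; 0% = DMSO-treated cells and -100% = media-only wells without cells; nearly all actives have a fitted effect of over 55% in size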
#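 750 cells/well, RPMI + 5% FBS; 2 h settle, compound pin-transfer, 48 h at 37 degrees C. CellTiter-Glo 10 min RT, luminescence. Normalized to DMSO and media-only wells.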
# The depositor's hits bear a star; ? = inconclusive; nt = no result given; & = joins results of further samples; [ ] = another dose, or the depositor's remark. Unless noted, calls follow the shape of the dose curve; as a rule, active = well fitted curve in the direction sought with a large enough effect; inconclusive = small, poorly fitted or top-dose-only effect, or another doubt; inactive = no such curve, though single readings can be large; an effect the other way counts as inactive or inconclusive.
SMILES,WRN inhibitor,HT1080 IDH1KD tx,MCF10A rerep,IL1B secr inh,KB-V1 cytotox,ATXN2 expr inh,SW480 rereplic,KB-3-1 tox,HT1080-NT tox
Cc1cc(C)n(-c2nc3c(c(=O)[nH]c(=O)n3C)n2Cc2ccccc2)n1,7.8%,-2.4%,1.2%,1.6,-0.5%,-2.8%,-2.1%,0.4%,-6.3%
O=C(O)c1ccc(CNS(=O)(=O)c2ccc3ccccc3c2)cc1,-9.0%,23.7%,-1.9%,53.3,7.1%,17.9%,-12.4%,-0.8%,?
FC(F)(Cl)c1nnc2ccc(Cl)nn12,4.6%,?,?,43.7,?,-2.5%[11.3 µM],?,6.51µM*,?
CCC(C)NC(=O)/C=C1\Sc2ccccc2NC1=O (stereo not given),1.8%,7.0%,-0.4%,-61.0*,-19.9%,24.1%,-4.1%,2.5%,27.6%
Cc1ccc(S(=O)(=O)N2CCCCC2)cc1NC(=O)c1cccnc1,-4.3%,2.6%,-0.5%,0.2,-23.9%,9.3%,1.0%,12.3%,1.5%
CCn1c(SCC(=O)Nc2nonc2C)nnc1-c1ccco1,-6.2%,12.6%,3.7%,-27.8,3.3%,-4.5%,-2.4%,9.0%,8.7%
Cc1ccc(C)c(NS(=O)(=O)c2cc(C(=O)Nc3ccccc3-c3ccccc3)ccc2Cl)c1,-12.6%[57.1 µM],7.8%[9.24 µM],3.7%,-60.5*,0.0%,-15.0%,-9.3%,-17.6%,?
CCc1nnc(NC(=O)c2cccc(S(=O)(=O)N3CCN(C)CC3)c2)s1,-0.5%,-2.1%,nt,16.7,24.3%,nt,nt,-1.8%,4.2%
O=C(CN1C(=O)C(=O)N(Cc2ccccc2)C1=O)Nc1ccc(F)c(Cl)c1,-0.4%,-2.6%,-20.9%,-2.1,29.7%,13.0%,-7.1%,2.2%,-17.4%
COc1ccc(NS(=O)(=O)c2nnc(NC(=O)c3ccccc3F)s2)cc1,4.1%,0.9%,0.6%,-23.3,-16.7%&18.5%,19.8%,2.2%,8.1%&3.2%,6.6%
Cc1cc(OCC(=O)N(C)C2CCCCC2)cc(C)c1Cl,2.7%,9.4%,?,0.0,0.8%,nt,6.9%,1.2%,17.8%
CN(CCCC(=O)Nc1ccccc1F)S(=O)(=O)c1ccc(F)cc1,-4.6%,0.5%,-5.7%,6.7,?,4.4%,?,-1.0%,17.2%
O=C(CCCN1C(=O)NC2(CCCC2)C1=O)N1CCN(S(=O)(=O)c2ccccc2)CC1,3.9%,4.2%,5.4%,10.0,-24.8%,-10.0%,-12.6%,-2.8%,8.9%
CC(C)CNc1nc(S(=O)(=O)c2ccccc2)c(Cl)s1,-3.6%,-2.7%,9.0%,29.2,?,-1.4%,0.8%,-8.0%,-14.0%
CCc1c(C)sc(NC(=O)Cn2nc(C)c([N+](=O)[O-])c2C)c1C(N)=O,-20.3%,-2.5%,-17.4%,8.5,1.5%,nt,17.8%,0.2%,8.4%
CCOC(=O)C1=C(CSc2nc(-c3ccncc3)ccc2C#N)OC(N)=C(C#N)C1c1ccc(OC)cc1 (stereo not given),-36.0%[57.1 µM],8.8%,5.0%,-28.7,-7.4%,10.1%,?,12.5%,1.0%
COc1ccccc1C1OCC(C)(C)CO1,13.9%,20.4%,-28.9%,-5.0,0.6%,2.6%,-9.9%,1.7%,19.0%
CCn1c(=O)cc(OCC(=O)N2CCCCCC2)c2ccccc21,3.2%,-9.7%,5.8%,-2.2,?,nt,-12.6%,-3.0%,-1.5%
Cc1ccc(C(=O)NCC(C)(C)O)cc1,4.4%,21.5%,-181.9%[0.0737 µM],-8.2,0.0%,0.0%,0.0%,1.1%,-1.3%
CCOc1ccccc1N(C(=O)c1snc(C(N)=O)c1N)C(C(=O)NCC1CCCO1)c1ccc2ncccc2c1 (stereo not given),?,-0.9%,6.0%,-17.2,-6.9%,1.8%,15.1%,6.8%,0.2%
CCc1nc(NCCCn2ccnc2)c2oc3ccccc3c2n1,-11.4%,-5.9%,11.1%,-17.5,?,-4.0%,-2.8%,-11.8%,-3.2%
Cc1[nH]c(=O)nc(SCc2cccc(Cl)c2)c1C#N,?,7.4%,19.9%,-15.1,1.1%,-4.2%,-13.4%,6.5%,13.8%
CCc1nnc(NC(=O)c2ccc(S(=O)(=O)N3CCCC3)cc2)s1,7.5%,6.4%,11.7%,-3.7,-4.5%,2.0%,0.9%,-17.2%,16.4%
Clc1ccc(C2=Nn3c(nnc3-c3cccs3)SC2)cc1,-13.8%,0.8%,2.1%,25.7,-3.4%,-8.5%,-1.4%,-13.9%,3.0%
CCn1c(SCC(=O)Nc2nnc(C)s2)nnc1-c1ccncc1,-9.3%,20.3%,3.2%,5.3,11.1%,0.7%,-9.0%,?,4.6%
COc1ccccc1N1CCN(C(=O)CCc2ccccc2)CC1,-2.2%,13.1%,-8.3%,-1.9,3.1%,29.2%,89.0%,0.0%,0.4%
COCCN(CCOC)C(=O)COC(=O)c1cc([N+](=O)[O-])ccc1Cl,-1.1%,1.2%,0.2%,?,-7.1%,7.0%,-7.0%,0.0%,2.8%
O=C1OCc2cccc([N+](=O)[O-])c21,-23.5%,14.4%,-0.9%,3.0,13.9%,-5.1%,-232.5%[inhibitor],3.7%,-0.3%
O=S(=O)(NC1CCCC1)c1cccc(S(=O)(=O)N2CCC(n3nnc4ccccc43)CC2)c1,9.2%,-12.5%,9.5%,-8.2,0.5%,-6.6%,14.4%,-3.5%,-9.0%
O=C(COc1cc(=O)n2c(n1)SCCC2)c1ccccc1,9.6%[57.1 µM],6.3%,17.1%,27.6,4.5%,17.0%,-8.0%,3.5%,4.4%
COc1ccc(NC(=O)Cn2nnc(C(=O)NCCc3ccc(OC)c(OC)c3)c2N)c(OC)c1,2.0%,-2.1%,3.9%,15.3,24.0%,nt,-5.1%,8.7%,0.6%
CN(C)C(CNc1ccc(S(C)(=O)=O)cc1[N+](=O)[O-])c1ccccc1 (stereo not given),9.4%,-16.4%,15.3%,0.2,-44.2%,-16.1%,-1.0%,-8.7%,-1.3%
CN(C)S(=O)(=O)c1cccc(C(=O)N2CCc3ccccc32)c1,0.5%,-4.6%,1.0%,-0.1,-15.3%,-4.9%,-2.6%,-9.3%,-1.8%
CC1(C)Cc2c(sc(NC(=O)COc3ccccc3)c2C#N)C(C)(C)N1,0.5%,1.8%,?,-5.6,-5.1%,-1.2%,2.1%,6.2%,-14.5%
COc1ccc(NC(=O)CSc2nc3ccccc3nc2N2CCCC2)cc1,-5.6%,-8.0%,24.7%,-19.4,-1.4%,3.8%,2.6%,-4.7%,7.3%
COc1cccc(C(O)c2ncc(-c3ccccc3OC)[nH]2)c1 (stereo not given),-2.8%[57.1 µM],1.6%,nt,-7.0,?,5.2%,nt,13.6%,-2.0%
O=C(c1cc(=O)[nH]c2ccccc12)N1CCN(c2cccc(C(F)(F)F)c2)CC1,1.0%,-3.4%,-2.8%,10.1,-6.2%,-34.2%,-0.6%,4.2%,-15.4%
COc1ccc(-c2cn3c(C)c(C(=O)N4CCc5ccccc5C4)sc3n2)cc1,-10.5%,?,?,53.8,-2.2%,-37.9%,19.3%,?,-21.4%
O=C(Nc1nnc(C2CC2)s1)c1cc(S(=O)(=O)N2CCN(c3ccccc3)CC2)ccc1Cl,-23.1%,4.6%,6.3%,18.2,7.4%,-5.6%,-0.3%,2.9%,0.3%
CC1CN(S(=O)(=O)c2cccc(C(=O)OCC(=O)N3CCCCCC3)c2)CC(C)O1 (stereo not given),-0.3%,-2.7%,-27.1%,-13.5,-9.1%,-13.2%,-11.3%,4.7%,-0.2%

# A different layout for some results above.
canonical_smiles	WRN inhibitor	HT1080 IDH1KD tx	MCF10A rerep	IL1B secr inh	KB-V1 cytotox	ATXN2 expr inh	SW480 rereplic	KB-3-1 tox	HT1080-NT tox
CN(CCCC(=O)Nc1ccccc1F)S(=O)(=O)c1ccc(F)cc1	-4.6%	0.5%	-5.7%	6.7	?	4.4%	?	-1.0%	17.2%
COc1ccccc1N1CCN(C(=O)CCc2ccccc2)CC1	-2.2%	13.1%	-8.3%	-1.9	3.1%	29.2%	89.0%	0.0%	0.4%
O=C(O)c1ccc(CNS(=O)(=O)c2ccc3ccccc3c2)cc1	-9.0%	23.7%	-1.9%	53.3	7.1%	17.9%	-12.4%	-0.8%	?
O=C(CCCN1C(=O)NC2(CCCC2)C1=O)N1CCN(S(=O)(=O)c2ccccc2)CC1	3.9%	4.2%	5.4%	10.0	-24.8%	-10.0%	-12.6%	-2.8%	8.9%
CCn1c(=O)cc(OCC(=O)N2CCCCCC2)c2ccccc21	3.2%	-9.7%	5.8%	-2.2	?	nt	-12.6%	-3.0%	-1.5%

# Additional compounds:
SMILES,WRN inhibitor,HT1080 IDH1KD tx,MCF10A rerep,IL1B secr inh,KB-V1 cytotox,ATXN2 expr inh,SW480 rereplic,KB-3-1 tox,HT1080-NT tox
Cc1ccccc1NC(=O)c1ccc(Cn2cc([N+](=O)[O-])cn2)o1,2.7%,-1.1%,-4.9%,-9.1,-3.8%,6.7%,0.8%,2.1%,-2.2%
CCc1ccn2cc(-c3cc(-c4ccccc4)no3)nc2c1,2.0%,?,3.1%,-19.9,?,nt,?,?,?
COc1ccc(S(=O)(=O)N2CCc3ccccc32)cc1C(=O)Nc1ccc(C(N)=O)cc1,5.6%,?,23.1µM*,0.0,-9.3%,?,5.8%,?,?
Cc1cc(C)nc(SCC(=O)c2ccc3c(c2)OCCO3)n1,-3.4%,-0.3%,14.6µM*,?,?,15.6%,-0.2%,6.0%,-3.3%
